Compound activity from PubChem.
m5-HT2A agonist – mouse HTR2A agonism via beta-arrestin recruitment. activation, % at 7.6 µM. P35363. CHO-K1 mHTR2A beta-arrestin complementation, luminescence; percent of 30 µM serotonin response. 360,000 tested, 0.66% active;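 active means activation above a run cutoff, the mean activation of all tested compounds plus 3 SD, cut at about 14% in these data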;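 further: 0% = plate median of compound wells and 100% = 30 µM serotonin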
Target sequence (P35363 whole entry, looked up): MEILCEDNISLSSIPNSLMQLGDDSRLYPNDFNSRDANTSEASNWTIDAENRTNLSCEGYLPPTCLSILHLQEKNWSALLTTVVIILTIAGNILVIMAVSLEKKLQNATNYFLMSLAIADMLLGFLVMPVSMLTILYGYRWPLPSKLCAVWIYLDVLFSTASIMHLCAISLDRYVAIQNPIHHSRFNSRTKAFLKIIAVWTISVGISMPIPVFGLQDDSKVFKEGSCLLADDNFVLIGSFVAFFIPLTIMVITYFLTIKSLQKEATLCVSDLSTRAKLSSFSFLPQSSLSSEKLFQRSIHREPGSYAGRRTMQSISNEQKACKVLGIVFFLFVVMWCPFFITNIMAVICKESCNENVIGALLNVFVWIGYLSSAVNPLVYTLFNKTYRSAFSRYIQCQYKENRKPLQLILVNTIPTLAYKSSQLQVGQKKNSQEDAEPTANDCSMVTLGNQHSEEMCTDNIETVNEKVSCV
N-glyco inh – N-linked glycosylation inhibition | D54 ERlucT glycosylation luciferase reporter, 24 h; percent of 100 nM tunicamycin response | reporter increase, % at 12.5 µM | 360,000 tested, 0.23% active;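 active means mean luciferase reporter signal, scaled so untreated is 0 and the glycosylation-blocking control 100, at or above a set limit in every replicate; inconclusive means mean reaches the limit but not every replicate does; inactive means mean below the limit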;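 further: luciferase carries N-glycosylation sites so blocking glycosylation raises the light; 0% = median of neutral control wells and 100% = median of 100 nM tunicamycin wells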
CaV13 ICDI inh – Primary screen for inhibitors of IQ motif and Ca2+-dependent inactivation inhibitor domain binding in CACNA1D, Förster resonance energy transfer in living cells, …; inhibition, % at 12.3 µM; 340,000 tested, 0.098% active; HEK cells, CFP/YFP FRET ICDI-IQ, plate reader, 10 min; percent FRET-ratio fall versus neutral wells;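 active means mean replicate inhibition of at least 30% and at least 1% of replicates passing that level; inconclusive means only one of the two criteria is met; inactive means neither criterion is met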;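 further: 0% = median of the neutral control wells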
Exocytosis inh – lytic granule exocytosis inhibition. AID 651702. 360,000 tested, 0.66% active. TALL-104 LAMP-1 surface exposure, flow cytometry; cells stimulated with thapsigargin and PMA. inhibition, % at 10 µM;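 active means inhibition above about 55%, limit read from the data; inconclusive means no clear call, values can overlap the other calls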
aDG glyco act – alpha-DG glycosylation activation; Pro5-aDG cells, alpha-DG glycosylation AlphaScreen (IIH6); 0% Pro5, 100% B10-LARGE cell signal; activation, % at 10 µM; 360,000 tested, 0.22% active; AID 624168;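 active means activation of at least 8% versus controls, or a plate z-score of at least 8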;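 further: Pro5 are CHO cells carrying HIG-tagged alpha-DG that lacks glycosylation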
Vif inh – HIV Vif inhibition. HEK293T cells, Vif self-association by quenched fluorescence, imaging, 24 h. 340,000 tested, 0.35% active. inhibition, % at 7.49 µM; in the data active means inhibition above about 50%, passing the limit was not always enough; inconclusive means no clear call, values can overlap the other calls; inactive means below about 31%; further: some results filed as inactive read as strong as hits
ABCB6 inh 2 – blocks the human ABCB6 transporter | 360,000 tested, 0.19% active | fluorescence ratio to DMSO, % at 10 µM | K562-ABCB6 porphyrin accumulation, flow cytometry, 1 h; active compounds read low;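 active means fluorescence ratio to DMSO below 75%, the collection mean minus 3 SD; inconclusive means too few cells collected in the well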;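 further: signal is porphyrin accumulated inside mitochondria; 100% equals median channel fluorescence of DMSO control wells; lower ratio means ABCB6 inhibition with less porphyrin fluorescence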
H9c2 protect – protects H9c2 cardiomyocytes from peroxide injury. AID 588492. protection from H2O2 cell death, % at 20 µM. 360,000 tested, 0.63% active. H2O2 injury protection, ATPLite, 2 h;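 active means compounds giving at least 50% protection of heart cells from peroxide-induced death in the single-dose screen, raw or plate-pattern-corrected value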;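 further: 0% = DMSO wells with peroxide and 100% = DMSO wells without peroxide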
iPSC survival up – hiPSC single-cell survival enhancement; ATPlite luminescence; 100% = ROCK inhibitor wells, 0% = DMSO; survival enhancement, % at 20 µM; 360,000 tested, 0.044% active; in the data active means survival enhancement above about 18%;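 further: cells exposed to compounds for 16 hours before the ATP read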
PDI turbidity – inhibitors of human protein disulfide isomerase. P07237. AID 588391. 350,000 tested, 0.052% active. PDI insulin aggregation turbidity, A650, 90 min. inhibition, % at 10 µM;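 active means mean inhibition across replicates of 30% or more, whatever share of single replicates reach that level; inconclusive means mean inhibition below 30% while every single replicate reaches 30%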;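 further: absorbance from insulin aggregation driven by PDI reduction with DTT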
Target sequence (P07237 whole entry, looked up): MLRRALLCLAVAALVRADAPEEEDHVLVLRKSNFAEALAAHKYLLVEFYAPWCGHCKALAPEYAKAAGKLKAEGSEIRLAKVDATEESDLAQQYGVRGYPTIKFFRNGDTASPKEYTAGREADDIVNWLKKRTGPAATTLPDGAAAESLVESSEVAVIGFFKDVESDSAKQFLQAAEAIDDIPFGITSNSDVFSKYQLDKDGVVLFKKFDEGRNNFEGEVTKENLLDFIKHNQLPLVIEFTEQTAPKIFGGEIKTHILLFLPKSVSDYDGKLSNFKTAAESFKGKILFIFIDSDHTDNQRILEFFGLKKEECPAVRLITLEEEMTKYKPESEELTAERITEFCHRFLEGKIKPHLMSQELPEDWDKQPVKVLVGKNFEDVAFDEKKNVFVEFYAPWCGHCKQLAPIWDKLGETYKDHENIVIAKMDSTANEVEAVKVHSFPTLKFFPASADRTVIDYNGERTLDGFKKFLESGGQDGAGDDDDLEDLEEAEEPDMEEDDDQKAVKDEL
* marks the source's active call; other numbers are inactive results; ? = inconclusive; . = no result given.

The opening 2 records (preview)
SMILES	m5-HT2A agonist	N-glyco inh	CaV13 ICDI inh	Exocytosis inh	aDG glyco act	Vif inh	ABCB6 inh 2	H9c2 protect	iPSC survival up	PDI turbidity
CC(C)[C@@H](C(=O)N[C@@H](Cc1ccccc1)C(=O)O)N1C(=O)N2CCc3c([nH]c4ccccc34)[C@@]2(C)C1=O	0	2	.	0	0.0	0	96	5	-0.3	.
CCOC(=O)C1=CCC(c2ccc(N(CC)CC)cc2)N(S(=O)(=O)c2ccc(C)cc2)C1c1ccc([N+](=O)[O-])cc1 (configuration not stated)	-4	.	-6	-2	-0.7	.	.	.	.	.

Results, from the start:
SMILES	m5-HT2A agonist	N-glyco inh	CaV13 ICDI inh	Exocytosis inh	aDG glyco act	Vif inh	ABCB6 inh 2	H9c2 protect	iPSC survival up	PDI turbidity
CC(C)[C@@H](C(=O)N[C@@H](Cc1ccccc1)C(=O)O)N1C(=O)N2CCc3c([nH]c4ccccc34)[C@@]2(C)C1=O	0	2	.	0	0.0	0	96	5	-0.3	.
CCOC(=O)C1=CCC(c2ccc(N(CC)CC)cc2)N(S(=O)(=O)c2ccc(C)cc2)C1c1ccc([N+](=O)[O-])cc1 (configuration not stated)	-4	.	-6	-2	-0.7	.	.	.	.	.
COc1cccc(C(=O)CSc2nnc(COc3cccc4cccnc34)o2)c1	-2	0	-7	-7	-0.3	.	96	8	-1.2	-1
Cc1ccc(NS(=O)(=O)c2coc(C(N)=O)c2)cc1F	3	1	-4	3	0.0	2	98	1	1.6	.
CC(C)(C)c1ccc(O)c(N=Cc2cc3c(cc2[N+](=O)[O-])OCO3)c1	-4	0	-22	1	-0.2	-2	109	-1	-0.2	-8
CCCC1NC(=O)c2cccnc2-n2c1nc1ccc(C)cc1c2=O (configuration not stated)	-4	3	-4	-4	-0.4	-15	108	7	4.4	-7
NC(=O)C1CCCN(C(=S)Nc2cccc3ccccc23)C1 (configuration not stated)	1	4	-2	2	-0.2	0	101	8	0.4	-1
CS(=O)(=O)N(Cc1ccccc1)c1ccc(C(=O)Nc2ccccc2C(=O)O)cc1	3	2	-20	-14	0.2	7	100	7	-0.4	7
Cn1nccc1C(=O)Nc1ccc(S(=O)(=O)N2CCCC2)cc1	2	0	-4	-1	-0.1	7	96	0	0.2	?
CC1OC(Nc2ccc(N=Nc3ccccc3)cc2)C(O)C(O)C1O (configuration not stated)	-2	-2	7	-9	-0.1	-2	95	-3	-0.2	-12
COc1cc(C(=O)NNC(=O)c2ccco2)cc(OC)c1OC	0	1	-19	-4	-0.2	-10	100	-1	-0.3	2
O=Cc1ccc(N2Cc3ccccc3C2)cc1	1	-9	13	8	0.1	6	99	-2	-0.3	-3
Cc1cc(C)c(S(=O)(=O)n2c([N+](=O)[O-])cnc2C)cc1C	5	1	-14	6	0.2	3	98	7	-0.5	13
CCOC(=O)c1ccc(-c2ccc3c(=O)c4ccccc4n(C)c3c2)cc1F	9	3	-1	7	0.3	-2	95	4	0.3	0
O=C(O)/C=C/C(=O)Nc1ccc(O)cc1	-3	0	-4	-4	0.1	12	97	4	-0.5	4
CCN(CC)CCn1c2c(c(SCC(=O)Nc3ccc(C(C)C)cc3)nc1=O)CCCC2	-4	0	-5	11	0.8	19	97	5	-0.2	-1
CN1C/C(=C/c2cccs2)C(=O)/C(=C\c2cccs2)C1	-7	-2	-2	7	0.0	1	102	4	0.2	8
Cc1ccccc1CSCC(=O)N1CCN(c2ccccc2)CC1	-1	1	-15	-13	0.0	-17	100	4	-0.1	-4
O=C(CCN1C(=O)c2ccccc2S1(=O)=O)Nc1ccccc1F	5	2	.	0	0.2	-2	97	3	-0.3	11
Cc1cc(C)c(S(=O)(=O)N(C)CC(=O)N2CCCCC2)c(C)c1	1	1	-5	0	0.2	0	96	1	-1.5	-18

Compound profiles, as listed above. Values in the order: m5-HT2A agonist | N-glyco inh | CaV13 ICDI inh | Exocytosis inh | aDG glyco act | Vif inh | ABCB6 inh 2 | H9c2 protect | iPSC survival up | PDI turbidity
COc1cccc(C(=O)CSc2nnc(COc3cccc4cccnc34)o2)c1 across the screens: -2 | 0 | -7 | -7 | -0.3 | . | 96 | 8 | -1.2 | -1
Cc1ccccc1CSCC(=O)N1CCN(c2ccccc2)CC1 across the screens: -1 | 1 | -15 | -13 | 0.0 | -17 | 100 | 4 | -0.1 | -4
CCOC(=O)C1=CCC(c2ccc(N(CC)CC)cc2)N(S(=O)(=O)c2ccc(C)cc2)C1c1ccc([N+](=O)[O-])cc1 (configuration not stated) across the screens: -4 | . | -6 | -2 | -0.7 | . | . | . | . | .
O=C(O)/C=C/C(=O)Nc1ccc(O)cc1 across the screens: -3 | 0 | -4 | -4 | 0.1 | 12 | 97 | 4 | -0.5 | 4
Cn1nccc1C(=O)Nc1ccc(S(=O)(=O)N2CCCC2)cc1 across the screens: 2 | 0 | -4 | -1 | -0.1 | 7 | 96 | 0 | 0.2 | ?

Next part
SMILES	m5-HT2A agonist	N-glyco inh	CaV13 ICDI inh	Exocytosis inh	aDG glyco act	Vif inh	ABCB6 inh 2	H9c2 protect	iPSC survival up	PDI turbidity
C=CCNC(=O)c1ccc(C)c(Br)c1	-5	2	.	-2	0.1	-7	98	-2	-1.6	-3
COc1cccc(/C=N/Nc2ncnc3c2[nH]c2ccc(C)cc23)c1OC	6	-4	-2	-2	-0.1	-8	98	-9	0.0	1
O=[N+]([O-])c1ccc(OC/C=C2\Oc3ccc([N+](=O)[O-])cc3C2N2CCOCC2)cc1 (configuration not stated)	-4	-2	-5	12	1.8	-7	107	-10	0.7	-18
CC1(C)CCCC(C)(C)N1CC(O)COCCOc1ccc(Br)cc1 (configuration not stated)	-8	3	-5	0	-0.3	-14	90	-1	-0.2	11
Oc1ccccc1C=NN1CCCCCC1	-2	-1	-19	-1	0.1	9	103	-3	-1.8	-5
CCOc1nc(NC(=O)NC(=O)c2ccccc2)nc(-c2ccccc2)n1	1	3	-5	-2	-0.1	19	96	10	6.1	1
CCOCC(=O)Nc1cc(C(=O)Nc2ccccc2)ccc1Cl	5	-1	-5	2	0.0	-3	99	6	-1.7	1
O=C1CCc2cc(S(=O)(=O)NC(Cc3ccccc3)C(=O)NCC3CCCO3)ccc2N1 (configuration not stated)	2	1	12	2	0.0	8	92	4	-3.0	-3
C[C@H]1CN([C@@H](C)CO)C(=O)CCCn2cc(nn2)CO[C@@H]1CN(C)S(=O)(=O)c1cccs1	1	2	-4	3	-0.3	2	102	16	-2.4	5
CCOc1ccccc1NC(=O)CCn1ccnc1	-6	1	-18	-14	0.0	6	93	8	-0.1	7
CCC(C)(C)NC(=O)CN(Cc1ccc(F)cc1)C(=O)CCC(=O)Nc1ccccn1	3	0	-4	1	-0.1	-3	104	1	-0.5	-5
Cc1ccc(-n2nc3c(N4CCC(C(=O)NCc5cccc(F)c5)CC4)nnc(C)c3c2C)cc1	-8	4	.	59*	1.9	-3	91	-10	-0.4	12
Cc1ccc(CN2CCc3[nH]c(=O)[nH]c(=O)c3C2)cc1	5	0	-1	-2	0.0	13	98	-1	0.6	.
Cc1ccc(NC(=O)CCNS(=O)(=O)c2ccc3c(c2)CCC(=O)N3)c(Br)c1	-4	4	-7	-2	0.1	3	98	-4	0.1	.
CC(C)=C[C@H]1C[C@H](C)[C@H]2CC[C@H](C)c3c(O[C@@H]4O[C@@H](C)[C@@H](O)[C@@H](O)[C@@H]4O)c(O)c(C)c1c32	0	-6	.	-2	-0.1	4	97	-17	-0.7	.
CCCCn1c(SCC(=O)NC2CC(C)(C)NC(C)(C)C2)nc2cc(S(N)(=O)=O)ccc21	13	1	-1	1	0.1	2	97	5	-0.1	-1
CCCc1cn(S(=O)(=O)c2ccc(OC)cc2OC)nc1N	5	-2	-5	0	-0.3	-2	98	-3	0.6	7
NS(=O)(=O)c1ccc(N/N=C/c2ccc(O)c(O)c2O)c([N+](=O)[O-])c1	0	2	-7	3	0.0	1	98	2	-0.2	-4
O=C(CSCc1c(Cl)cccc1Cl)Nc1ccc2c(c1)OCCO2	0	-3	-1	-8	0.1	.	96	-2	1.0	5
COc1cc(SC)ccc1C(=O)OCC(=O)NC1CCCC1	1	-1	5	-1	0.1	5	97	-7	1.1	12

4 compounds out of the list above, sorted by the number in ABCB6 inh 2, lowest first.
smiles	ABCB6 inh 2
Cc1ccc(-n2nc3c(N4CCC(C(=O)NCc5cccc(F)c5)CC4)nnc(C)c3c2C)cc1	91
CCOc1nc(NC(=O)NC(=O)c2ccccc2)nc(-c2ccccc2)n1	96
CC(C)=C[C@H]1C[C@H](C)[C@H]2CC[C@H](C)c3c(O[C@@H]4O[C@@H](C)[C@@H](O)[C@@H](O)[C@@H]4O)c(O)c(C)c1c32	97
CCCc1cn(S(=O)(=O)c2ccc(OC)cc2OC)nc1N	98

Continuation:
SMILES	m5-HT2A agonist	N-glyco inh	CaV13 ICDI inh	Exocytosis inh	aDG glyco act	Vif inh	ABCB6 inh 2	H9c2 protect	iPSC survival up	PDI turbidity
COC(=O)c1ccc(NC(=O)CS(=O)(=O)Cc2ccccc2)cc1	0	0	0	-1	0.3	-12	98	10	-1.8	8
CCn1cc(CN2CCC(n3nccc3NC(=O)c3ccccc3C)CC2)c(C)n1	0	2	-3	5	0.3	3	100	0	-0.2	4
COc1cc(C)c(S(=O)(=O)N2CCOCC2)cc1C	1	2	-7	-5	-0.3	.	101	-6	-0.8	-7
COc1ccc2sc(-c3ccccc3OC)c(C#Cc3cncn3C)c2c1	0	-1	-3	7	-0.1	-4	99	-16	-2.1	1
O=C1NCCc2cc3c(cc21)OCO3	1	2	-6	-2	-0.6	0	92	-1	-1.3	2
CS(=O)(=O)N(CC(=O)Nc1ccc(S(=O)(=O)N2CCOCC2)cc1)c1ccccc1Br	-5	-1	-4	-1	-0.3	-14	97	-4	5.2	-5
Cc1occc1C(=O)N1CCCC(N2CCN(c3cccc(Cl)c3)CC2)C1 (configuration not stated)	-7	.	-2	-6	0.0	.	93	-2	-0.5	7
Cc1ccc(NS(=O)(=O)c2ccc(C(=O)NCCCN3CCOCC3)cc2)cc1	-3	1	0	3	0.0	-4	98	-5	0.0	-4
Cn1cc(S(=O)(=O)NC(c2ccccc2)c2ccccc2)c(=O)n(C)c1=O	-3	2	7	-2	0.0	-11	97	0	0.5	-1
COC(=O)c1cccc(N2C(=O)C3C4C=CC(CC4)C3C2=O)c1 (configuration not stated)	-2	1	-4	-10	-0.1	-7	89	1	0.8	-6
O=C(COC(=O)CSc1ccc(F)cc1)NCc1ccco1	8	0	-3	4	-0.3	14	93	20	0.3	-6
CN(C)S(=O)(=O)c1ccc2nc(NC(=O)c3cccs3)sc2c1	-2	-8	-6	-2	-1.0	-9	93	-11	-0.2	1
Cc1cc(NC(=O)CCC(=O)N(c2ccccc2)C(C(=O)NC2CCCC2)c2ccccc2C)no1 (configuration not stated)	1	0	-3	2	0.0	-4	97	1	0.3	-7
C=C(C)Cn1c(SCCCO)nc2c1c(=O)[nH]c(=O)n2C	6	1	.	7	-0.1	4	96	-23	-2.0	7
